Assay outcomes deposited in PubChem BioAssay by The Scripps Research Institute Molecular Screening Center.
LYPLA1 counter: LYPLA1 inhibitors, primary screen, counter-screen for PME1 inhibitor project, biochemical, fluorescence polarization, FP-Rh probe ABPP; Acyl-protein thioesterase 1 (Homo sapiens), O75608; recombinant LYPLA1; inhibition, % at 5.9 µM; 320,000 tested, 0.16% active; AID 2174, 2009;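 active means inhibition above the mean of all tested compounds plus 3 SD, set per campaign, cut at about 14% in these data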;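 further: inhibitors block serine hydrolase probe labeling of LYPLA1 so polarization falls; 0% = enzyme with DMSO and 100% = wells lacking LYPLA1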
PAFAH2 FP inh: PAFAH2 enzyme inhibitors, primary screen, biochemical, fluorescence polarization, human; inhibition, % at 3.39 µM; 340,000 tested, 0.99% active; Platelet-activating factor acetylhydrolase 2, cytoplasmic (Homo sapiens), Q99487; recombinant PAFAH2, FP-rhodamine activity probe; AID 492956, 2010;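 active means inhibition above the mean over all tested compounds plus 3 SD, cut at about 30% in these data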;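 further: inhibitors block probe labeling of enzyme so polarization drops; 0% = enzyme with DMSO and 100% = wells lacking PAFAH2 protein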
GSTO1 counter: inhibitors of recombinant GSTO1, primary screen, counter-screen for RBBP9 inhibitor project, biochemical, fluorescence polarization. Glutathione S-transferase omega-1 (Homo sapiens), P78417. activity-based probe fluorescence polarization. inhibition, % at 5.96 µM. 300,000 tested, 1.1% active. AID 1974, 2009;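 active means inhibition above the campaign mean inhibition plus 3 SD, cut at about 35% in these data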;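 further: 0% = GSTO1-1 with DMSO and 100% = wells lacking GSTO1-1 enzyme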
Target sequence (P78417 whole entry, looked up): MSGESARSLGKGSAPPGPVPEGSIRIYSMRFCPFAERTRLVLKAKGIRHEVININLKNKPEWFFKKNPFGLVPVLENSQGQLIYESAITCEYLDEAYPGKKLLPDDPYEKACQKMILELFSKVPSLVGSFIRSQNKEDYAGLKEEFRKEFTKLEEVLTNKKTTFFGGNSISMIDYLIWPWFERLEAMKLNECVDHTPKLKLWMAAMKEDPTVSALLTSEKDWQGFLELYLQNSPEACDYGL
PAFAH1B2 FP inh: PAFAH1B2 enzyme inhibitors, primary screen, biochemical, fluorescence polarization, human. 340,000 tested, 1.2% active. inhibition, % at 3.39 µM. Platelet-activating factor acetylhydrolase IB subunit alpha2 (Homo sapiens), P68402. recombinant PAFAH1B2, FP-rhodamine activity probe;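 active means inhibition above the mean of all tested compounds plus 3 SD, cut at about 24% in these data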;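 further: 0% = enzyme with DMSO and 100% = wells lacking PAFAH1B2; many of its hits are not listed in these tables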
PREPL inhibitor: PREPL enzyme inhibitors, primary screen, biochemical, fluorescence polarization | recombinant PREPL, fluorescence polarization activity-based probe | AID 2751, 2010 | 320,000 tested, 0.68% active | Prolyl endopeptidase-like (Homo sapiens), Q4J6C6 | inhibition, % at 5.96 µM; in the data active means inhibition above about 43%;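 further: 0% = enzyme with DMSO and 100% = wells lacking enzyme; many of its hits are not listed in these tables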
pPAFAH FP inh: pPAFAH enzyme inhibitors, primary screen, biochemical, fluorescence polarization, human; recombinant pPAFAH, FP-rhodamine probe fluorescence polarization; inhibition, % at 3.39 µM; 330,000 tested, 1.5% active;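 active means inhibition above the mean inhibition across the screen plus 3 SD, cut at about 25% in these data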;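 further: inhibitors block binding of the rhodamine activity-based probe so polarization drops; 0% = enzyme with DMSO and 100% = wells lacking pPAFAH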
LYPLA2 inh: LYPLA2 inhibitors, primary screen, counter-screen for PME1 inhibitor project, biochemical, fluorescence polarization, FP-Rh probe ABPP; inhibition, % at 5.9 µM; 320,000 tested, 0.38% active; AID 2177, 2009; recombinant LYPLA2; Acyl-protein thioesterase 2 (Homo sapiens), O95372;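 active means inhibition above the screen-wide mean plus 3 SD, limit set per campaign, cut at about 26% in these data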;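 further: 0% = LYPLA2 with DMSO and 100% = wells lacking LYPLA2 enzyme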
PAD4 inh: human PAD4 inhibitors, primary screen, biochemical, fluorescence polarization, 1536-well format; AID 485272, 2010; recombinant PAD4, RCA probe fluorescence polarization; 330,000 tested, 0.41% active; Protein-arginine deiminase type-4 (Homo sapiens), Q9UM07; inhibition, % at 6.36 µM;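 active means percent inhibition above a cutoff equal to the mean of all tested compounds plus 3 SD, cut at about 15% in these data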;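 further: 0% = PAD4 with RCA probe and DMSO and 100% = probe without PAD4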
Target sequence (Q9UM07 whole entry, looked up): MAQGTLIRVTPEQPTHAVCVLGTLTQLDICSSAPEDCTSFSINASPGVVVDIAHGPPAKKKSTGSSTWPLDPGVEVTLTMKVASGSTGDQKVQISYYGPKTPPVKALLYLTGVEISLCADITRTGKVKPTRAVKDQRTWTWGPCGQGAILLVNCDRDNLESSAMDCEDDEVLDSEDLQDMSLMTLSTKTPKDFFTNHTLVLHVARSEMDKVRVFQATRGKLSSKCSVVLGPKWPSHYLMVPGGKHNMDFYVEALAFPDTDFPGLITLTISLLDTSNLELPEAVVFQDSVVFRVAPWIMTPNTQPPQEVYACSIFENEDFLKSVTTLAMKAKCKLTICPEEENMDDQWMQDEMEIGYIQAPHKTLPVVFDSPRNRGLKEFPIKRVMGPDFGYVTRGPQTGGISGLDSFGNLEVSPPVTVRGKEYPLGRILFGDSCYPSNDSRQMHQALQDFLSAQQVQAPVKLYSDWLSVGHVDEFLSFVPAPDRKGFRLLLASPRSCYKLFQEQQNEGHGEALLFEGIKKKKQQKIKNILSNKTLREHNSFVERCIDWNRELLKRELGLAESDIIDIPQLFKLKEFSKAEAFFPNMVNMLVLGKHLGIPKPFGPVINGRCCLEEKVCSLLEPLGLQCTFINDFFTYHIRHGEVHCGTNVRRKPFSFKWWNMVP
PAFAH1B3 FP inh: PAFAH1B3 enzyme inhibitors, primary screen, biochemical, fluorescence polarization, human; recombinant PAFAH1B3, FP-rhodamine probe; 340,000 tested, 0.28% active; inhibition, % at 3.39 µM; Platelet-activating factor acetylhydrolase IB subunit alpha1 (Homo sapiens), Q15102;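 active means inhibition above the screen-wide average of all tested compounds plus 3 SD, cut at about 25% in these data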;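 further: 0% = enzyme with DMSO only and 100% = wells lacking PAFAH1B3 protein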
Starred values were filed as active, the others as inactive; / = not tested or not shown.

SMILES	LYPLA1 counter	PAFAH2 FP inh	GSTO1 counter	PAFAH1B2 FP inh	PREPL inhibitor	pPAFAH FP inh	LYPLA2 inh	PAD4 inh	PAFAH1B3 FP inh
Cc1ccnc2ccc(-c3nc4ccccc4o3)cc12	-2.6	-1.2	-14.0	-5.9	-30.6	0.8	-0.4	3.9	0.9
O=C(Nc1ccc2sc3ccccc3c(=O)c2c1)c1ccccc1Cl	-21.3	-9.6	-5.0	-3.4	-20.4	-6.3	-37.7	1.3	-8.5
CC(C)Oc1ccc(C(CC(=O)NCCCN(C)C)c2ccc(F)cc2)cc1 (centres undefined)	3.0	-4.1	4.0	-1.0	24.1	2.2	8.0	0.6	-7.9
CC(=O)N1CCc2cc(S(=O)(=O)CCC(=O)NCc3cccs3)ccc21	0.6	4.0	0.3	1.3	0.3	-0.7	1.2	5.9	-4.8
COc1ccc(OC)c(S(=O)(=O)Nc2ccc(-c3ccc4nncn4n3)cc2)c1	0.3	6.8	-6.8	5.1	-6.6	3.0	-0.1	-2.4	1.5
CCN(Cc1nc2cc(Cl)ccc2c(=O)[nH]1)C(=O)COc1ccccc1Cc1ccccc1	-2.3	-1.8	/	2.4	-13.1	-1.0	-0.3	-7.8	12.4
CCOc1cnn(-c2ccccc2)c(=O)c1Cl	-0.8	-0.7	7.1	4.1	-4.7	-0.7	4.6	-5.9	-39.4
CN1CCN(S(=O)(=O)c2cccc([N+](=O)[O-])c2)CC1	1.9	4.0	-1.3	15.1	6.5	-2.2	4.8	1.8	2.2
N#CCCN(C(=O)CSc1nc2nc(-c3cccs3)cc(C(F)(F)F)c2c(=O)[nH]1)c1ccccc1	2.8	11.7	-7.8	6.0	-6.7	-1.7	1.8	0.8	4.4
COc1cccc2c1OCC(C(=O)Nc1nccs1)=C2	-3.9	-4.2	-1.6	4.4	-1.8	2.7	-7.4	-8.7	7.8
CN(C)c1ccc(NC(=O)N2CCOCC2)cc1	3.2	-1.9	22.2	3.3	28.3	5.2	0.4	7.8	-7.0
Nc1[nH]n2c(=O)cc(-c3ccccc3)nc2c1N=Nc1ccc(S(N)(=O)=O)cc1	-1.3	20.2	-3.0	2.2	26.4	19.7	-4.2	-8.1	17.6
Cc1ccc(C(=O)O/N=C(\N)c2ccccn2)c(Cl)c1	-1.6	3.0	0.2	3.9	-2.8	5.1	-1.6	5.7	8.7
Cc1c(N=Cc2c(O)n(Cc3ccco3)c(=O)c3ccccc23)c(=O)n(-c2ccccc2)n1C	-2.2	-1.4	4.1	9.5	26.9	16.9	1.8	-1.8	9.1
O=C1CN(C(=O)COc2ccc(F)cc2Cl)c2ccccc2N1	-0.7	1.9	-0.5	5.3	-42.5	0.1	4.8	-1.4	8.9
CCOCCCNC(=O)CN1C(=O)/C(=C\c2ccc(C)cc2)Sc2ccccc21	3.7	1.3	3.2	-2.0	26.8	5.8	-0.7	2.5	3.6
COc1ccc(OCCN2C(=O)c3cccc(N)c3C2=O)cc1	4.0	-1.5	1.4	6.0	5.7	3.6	5.6	4.6	0.0
CN(C)C(CNC(=O)CCCN1C(=O)c2cccc3cccc(c23)C1=O)c1ccccc1 (centres undefined)	0.7	7.4	2.6	2.5	-12.6	7.2	3.1	1.1	2.1
O=C1C(c2cc(=O)c3ccccc3[nH]2)=C(O)c2ccccc21	-1.0	13.8	6.4	15.1	5.0	19.8	-0.9	2.6	18.0
O=C(O)c1ccc(Cl)c(S(=O)(=O)Nc2ccc3[nH]c(=O)[nH]c3c2)c1	-5.2	4.6	-33.9	2.9	4.4	7.0	-1.3	-13.2	7.8
CC(C)(C)OC(=O)N/N=C/c1ccc(C(=O)O)cc1	3.2	3.6	0.7	4.5	-2.5	2.3	-1.5	5.2	7.8
CCn1ccc(C(=O)Oc2ccc(Cl)cc2)n1	-1.5	10.6	1.8	10.9	18.4	-1.8	-10.7	-3.2	3.9
FC(F)(F)COc1nc(N2CCCCC2)nc(N2CCNCC2)n1	-5.8	-6.2	3.2	2.7	4.6	3.1	4.1	1.4	-1.8
Cc1csc(=O)n1CCC(=O)OC(C)C(=O)NCc1ccccc1 (centres undefined)	/	1.1	/	5.4	-1.2	-0.2	/	4.5	4.2
Cc1ccc(Nc2nnns2)cc1	1.4	1.8	2.2	0.9	0.3	3.1	2.1	1.3	6.6
Cc1ccnc2nc(C(=O)OCC(=O)Nc3ccc4c(c3)OCCO4)nn12	/	3.2	/	6.6	7.7	3.5	/	-4.5	8.1
COc1cccc(NC(=O)c2cnn(-c3ccccc3)c2C)c1	1.6	-5.2	9.8	2.2	10.3	-0.9	-0.1	-1.0	6.3
COC(=O)Cc1ccc(NC(=S)NC2CC2)cc1	1.7	7.0	6.5	1.0	-12.6	3.1	-2.9	-0.6	-7.8
CC1CCCCN1C(=O)COC(=O)c1cc(-c2cccs2)nn1-c1ccccc1 (centres undefined)	-2.6	5.7	/	13.2	-2.3	5.8	-2.1	0.9	8.1
Cc1ccc2oc(=O)n(Cc3ccccc3)c2c1	-1.4	-6.4	4.1	1.7	-7.3	3.9	-4.1	-3.7	2.8
COc1ccc(NC(=O)CSc2nnc3ccc(-c4cccnc4)nn23)cc1OC	0.3	0.0	18.0	2.7	11.5	5.5	0.7	-3.6	0.3
CNC(=S)N(Cc1cccs1)Cc1cc2cc(OC)ccc2[nH]c1=O	-3.4	6.8	-2.4	0.9	-6.2	0.2	-3.6	-5.9	9.2
COc1cccc(N2CCN(c3nc(C)cc(=O)[nH]3)CC2)c1	-3.8	-7.7	-2.7	3.4	-1.9	5.1	-0.6	-0.8	3.5
N#Cc1ccccc1OCC(=O)N1N=C(c2cccs2)CC1c1ccco1 (centres undefined)	-2.1	2.5	/	0.3	-14.8	2.1	-4.5	5.7	-1.1
O=C(Nc1ccccc1C(F)(F)F)c1ccccc1Br	0.6	0.0	2.8	2.4	-0.2	3.6	13.8	0.7	6.6
Nc1nc2ccccc2n1C(=O)c1ccccc1	0.8	-4.3	0.0	-4.7	0.9	1.9	9.6	4.7	2.7
Nc1csnc1C(=O)O	-2.5	0.5	-3.4	-2.5	-0.9	2.6	4.0	5.2	-0.5
COCCNC(=S)N(CCc1c(C)[nH]c2ccc(F)cc12)Cc1cccs1	-4.1	9.3	2.1	7.5	2.0	11.8	-4.8	-5.0	14.6
CN(C)Cc1c(C(=O)N/N=C/c2cccnc2)nnn1-c1nonc1N	-1.0	2.6	-11.5	2.6	13.5	-2.0	6.1	-4.5	5.7
CC(Oc1cccc(Cl)c1)C(=O)Nc1cc(Cl)ccc1N1CCOCC1 (centres undefined)	-0.1	-0.1	7.2	0.1	6.4	2.6	1.3	0.1	0.9
CCCNc1nc(Nc2ccc(C)c(Cl)c2)c2cnn(C)c2n1	-5.0	6.2	-17.0	2.2	1.6	8.3	2.2	-5.5	10.3
O=C(C1CC1)N1CCN(c2ccnc3cc(Cl)ccc23)CC1	0.2	-7.6	-9.6	2.6	0.4	4.8	0.5	1.2	3.2
CC(C)(C)c1csc(NC(=O)c2ccccc2O)n1	-1.8	18.9	-9.3	6.3	11.6	-0.1	5.1	5.8	7.5
CCC(=O)N1c2ccccc2NC2=C(C(=O)CCC2)C1c1ccc(N(C)C)cc1 (centres undefined)	1.7	-9.6	-1.3	0.8	-3.7	3.1	3.9	-0.9	10.0
CN(CCO)c1cnccn1	-6.2	-1.7	1.0	2.4	-2.3	-2.9	-6.0	-9.5	-3.3
COc1ccc(C2(C)NC(=O)N(CC(=O)NCc3ccccc3)C2=O)cc1OC (centres undefined)	1.4	8.0	3.4	4.7	13.7	-1.7	-0.7	-5.0	4.9
COc1ccc(C(=O)Nn2c(C)nc3ccccc3c2=O)cc1OC	-5.2	-5.8	5.4	-3.3	5.0	-1.2	0.2	4.0	3.5
CC(C)(C)OC(=O)NCc1ccc(NC(=O)c2nc[nH]c2C(=O)NCCNC(=O)c2[nH]cnc2C(=O)Nc2ccc(CNC(=O)OC(C)(C)C)cc2)cc1	/	-44.0	/	-29.8	-15.8	-10.0	/	-1.8	-52.1
CCCOC(=O)c1c(NC(=O)CSc2nc(-c3ccco3)cc(C(F)(F)F)n2)sc(C(=O)OC)c1C	0.9	-12.5	-2.7	0.8	5.2	8.2	-3.1	2.1	7.5
COc1ccc(CNC(=O)N2CCN(S(=O)(=O)c3ccccc3)CC2)cc1	-1.2	-0.7	10.1	6.2	-1.3	1.2	-1.7	-4.1	-0.6
CC(=O)Cc1nsc(Nc2cccc(C)c2)n1	1.5	-8.8	1.2	3.2	5.7	-0.9	6.0	-2.9	-2.5
CCc1c(O)nc(SCc2nc3ccccc3c(=O)[nH]2)[nH]c1=O	-1.0	-3.4	20.1	2.9	-9.1	0.8	2.8	9.9	7.9
CCCCCC(=O)Nc1ccc2ccccc2c1	-1.5	0.5	-0.6	6.9	3.2	2.3	2.9	0.7	5.5
CSc1nc(C)c(C(=O)Nc2ccccc2)c(C)c1C#N	-0.6	-1.5	6.1	-1.4	-4.7	0.4	-5.7	5.7	-1.5
COc1ccc(C2Nc3ccccc3C(=O)N2c2ccc(C)cc2)cc1Cn1nc(C)c([N+](=O)[O-])c1C (centres undefined)	-2.0	7.4	-1.2	3.5	-2.9	-1.3	-1.8	0.1	-1.1
CC(C)Oc1ccc(S(=O)(=O)N2CCOCC2)cc1NC(=O)C(C)Oc1ccc(F)cc1 (centres undefined)	0.9	0.0	-7.6	4.7	-0.9	3.4	-3.2	-0.3	0.5
O=C(O)c1ccc(NC(=O)c2ccccc2NC(=O)c2ccccc2Cl)cc1	1.5	2.4	4.0	-0.6	-10.3	4.6	0.5	-4.6	5.5
COc1cc(OC)cc(C(=O)Nc2cccc3ccccc23)c1	-0.8	4.0	9.1	0.3	8.3	4.4	0.5	-4.3	6.8
CC(=O)C1=C(c2cccc([N+](=O)[O-])c2)N(C(C)=O)n2c(C)nnc2S1	-2.7	2.2	2.9	4.8	3.3	6.5	-0.2	18.5*	7.8
CN(C(=O)c1ccc2nc(N)sc2c1)c1ccccc1	-0.2	-2.2	2.8	4.7	-2.7	6.3	0.9	0.3	2.4
O=c1c2ccccc2cnn1Cc1nnc(-c2cccs2)o1	-3.4	-6.0	-2.7	-0.3	5.0	4.1	-2.1	-3.1	9.7

Not all compounds are listed. The share of hits here may be higher or lower than overall.
